NRP1-CendR mod: modulators of CendR peptide binding to human neuropilin-1 | O14786 | FAM-RPARPAR peptide binding to NRP-1, fluorescence polarization | inhibition, % at 25 µM | 0.85% of 360,000 active | AID 602438;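 active = inhibition or corrected inhibition above about 18%, plus a signal ratio from 0.5 to 1.5, limit read from the data, passing the limit was not always enough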; note: strong numbers were not always called active
STEP inh: STEP (human) phosphatase inhibition | P54829 | recombinant STEP, OMFP fluorogenic substrate, fluorescence | inhibition, % at 20 µM | 0.25% of 360,000 active | AID 588621;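 active = inhibition at 20 µM, scaled per plate between control wells, above about 37%, limit read from the data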;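 note: 0% = DMSO with enzyme and substrate and 100% = substrate only without enzyme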
Target sequence (P54829 whole entry, looked up): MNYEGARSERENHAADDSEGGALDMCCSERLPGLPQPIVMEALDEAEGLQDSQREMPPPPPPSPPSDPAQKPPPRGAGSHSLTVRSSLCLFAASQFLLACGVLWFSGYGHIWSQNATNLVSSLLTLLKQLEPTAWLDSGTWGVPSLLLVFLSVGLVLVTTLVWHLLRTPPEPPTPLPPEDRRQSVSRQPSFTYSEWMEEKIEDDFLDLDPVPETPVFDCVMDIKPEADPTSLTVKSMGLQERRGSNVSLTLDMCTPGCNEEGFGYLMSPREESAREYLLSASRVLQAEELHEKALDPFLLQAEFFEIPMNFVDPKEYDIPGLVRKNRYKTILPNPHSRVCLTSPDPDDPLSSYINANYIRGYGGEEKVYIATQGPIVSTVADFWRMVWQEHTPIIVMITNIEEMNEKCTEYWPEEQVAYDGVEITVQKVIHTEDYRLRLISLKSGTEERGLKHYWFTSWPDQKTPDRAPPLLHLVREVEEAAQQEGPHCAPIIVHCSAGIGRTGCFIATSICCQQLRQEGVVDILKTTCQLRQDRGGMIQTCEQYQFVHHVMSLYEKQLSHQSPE
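Material: STEP (striatal-enriched tyrosine phosphatase) enzyme, cell-free; Compound dosing: 20 µM single dose in 1% DMSO; Technique: fluorescence read at 480 nm ex / 540 nm em; Times: reaction 20 min, ambient temperature; Medium: 50 mM Bis-Tris pH 6.0 with 2.5 mM DTT and 0.005% Tween 20; Also added: OMFP at 25 µM.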
MT1-MMP act inh: blocks activation of human MT1-MMP. HT1080 RFP-PRO-GFP cells, GFP/RFP ratio fluorescence, overnight; percent of plate control window, DMSO zero. P50281. 0.061% of 360,000 active. GFP/RFP ratio change, % at 20 µM;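 active = GFP/RFP ratio change of at least 30% with cell ATP level not reduced by more than half and red fluorescence within 50% of control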; note: strong numbers were not always called active
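Material – HT1080 RFP-PRO-GFP cells · Control set – DMSO wells and RFP-L50D-GFP cells · Incubation – overnight cell settling, then overnight compound exposure, 37 °C, 5% CO2 · Compound dosing – single-point 20 µM compound, 1% DMSO · Read-out – GFP/RFP fluorescence ratio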
Scp-1 inhibitor: Scp-1 (human) phosphatase inhibition | Q9GZU7 | AID 493091 | 0.88% of 340,000 active | Recombinant Scp1, phosphopeptide, malachite green phosphate absorbance | inhibition, % at 20 µM;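 active = inhibition above about 50% at 20 µM, limit read from the data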;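 note: plate controls were DMSO wells with enzyme for no effect and wells lacking enzyme for full effect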
Target sequence (Q9GZU7 76-261 limits assumed): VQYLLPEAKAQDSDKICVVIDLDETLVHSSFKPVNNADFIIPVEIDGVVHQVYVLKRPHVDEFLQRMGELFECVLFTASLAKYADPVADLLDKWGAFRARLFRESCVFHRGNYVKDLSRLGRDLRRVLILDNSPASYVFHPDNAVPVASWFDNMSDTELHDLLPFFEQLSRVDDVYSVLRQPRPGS
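Assay system: SCP-1 catalytic fragment, aa 76-261 | Buffer or medium: Tris acetate buffer pH 5.5 with MgCl2 and Tween-20 | Compound: One concentration, 20 µM, with 1.0% DMSO | Also added: Phospho 17-mer peptide substrate | Signal: Absorbance at 630 nm | Incubation: 45 min enzyme reaction at room temperature | Measure: % inhibition of SCP-1 phosphate liberation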
LMPTP block: LMPTP (human) inhibition. 0.22% of 360,000 active. inhibition, % at 20 µM. recombinant LMPTP-A, OMFP fluorogenic substrate, fluorescence intensity. P24666;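 active = compounds that cut the enzyme signal by at least half of the control window in the single-dose screen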;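 note: plate controls were DMSO wells with enzyme plus substrate for no effect and substrate without enzyme for full effect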
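Assay system: LMPTP-A phosphatase enzyme | Input: 0.625 nM enzyme | Also added: Fluorogenic phosphatase substrate OMFP at 400 µM final | Compound dosing: One test concentration per compound, 20 µM, with 3% DMSO overall | Schedule: 50 min enzyme reaction at room temperature, protected from light | Signal: Fluorescence intensity | Benchmarks: no-enzyme and uninhibited controls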
NadD inh: blocks S. aureus nicotinate mononucleotide adenylyltransferase | purified NadD enzyme, colorimetric absorbance read-out | inhibition, % at 20 µM | 0.78% of 360,000 active | AID 602399; in the data active = inhibition above about 26%; note: some compounds past the cut are filed as inactive
DNMT1 block: blocks human DNA methyltransferase DNMT1; DNMT1 molecular beacon, Hinp1I cleavage, fluorescence; inhibition (reported as % activation of signal), % at 10 µM; 0.83% of 360,000 active; P26358; AID 588458; in the data active = inhibition above about 50%
SKN-1 block: C. elegans SKN-1 inhibition. inhibition, % at 21.8 µM. 0.49% of 360,000 active. C. elegans VP596 Pgst-4::GFP/RFP ratio, acrylamide-induced, 24 h;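 active = interference check ratio from 0.5 to 1.5 plus GFP to RFP signal ratio inhibition reaching or exceeding a fixed threshold, cut at about 30% in these data, passing the limit was not always enough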; note: some compounds called inactive have numbers as strong as hits
SUMO1-SIM PPI: SUMO1-SIM interaction modulation; P63165; SUMO1 binding to a labelled peptide, TR-FRET, 1 h; inhibition, % at 20 µM; 0.33% of 360,000 active; AID 602429; in the data active = inhibition above about 37%
Rpn11 block: blocks the human proteasome subunit Rpn11; O00487; human 26S proteasome, Ub4-pepOG fluorescence polarization; 20S core pre-blocked with epoxomicin; calls only at 20 µM; 0.59% of 360,000 active; AID 588493;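 active = inhibition at 20 µM, scaled to each plate's controls, above about 33%, limit read from the data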
Target sequence (O00487 whole entry, looked up): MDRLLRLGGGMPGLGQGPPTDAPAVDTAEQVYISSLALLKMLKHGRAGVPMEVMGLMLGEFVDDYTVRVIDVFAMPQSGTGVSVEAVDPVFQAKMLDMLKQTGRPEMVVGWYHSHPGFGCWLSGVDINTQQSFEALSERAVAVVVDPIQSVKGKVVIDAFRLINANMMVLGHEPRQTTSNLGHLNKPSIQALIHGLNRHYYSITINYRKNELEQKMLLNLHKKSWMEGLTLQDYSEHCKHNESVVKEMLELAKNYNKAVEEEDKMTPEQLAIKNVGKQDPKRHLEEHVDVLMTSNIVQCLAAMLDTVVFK
* marks the source's active call; other numbers are inactive results; i = inactive; . = no result given.

No.	SMILES	LMPTP block	SUMO1-SIM PPI	SKN-1 block	DNMT1 block	Rpn11 block	Scp-1 inhibitor	STEP inh	NRP1-CendR mod	MT1-MMP act inh	NadD inh
1	Cc1cc(C)nc(SCCS(=O)(=O)Cc2ccc(Cl)cc2)n1	-0.9	2	-10	0	i	-2	-7	-8	-6	-3
2	COCCN1CCn2c(nc3cc(NC(=O)c4ccc(OC)cc4)ccc32)C1	6.5	6	3	-9	i	-1	0	-45	0	13
3	Cc1ccc(N(C(=O)c2csnn2)C(C(=O)NC2CCCCC2)c2cccnc2)cc1 (stereo not given)	-0.2	-2	-10	3	i	-3	4	14	0	-2
4	CCCCS(=O)(=O)C1CCS(=O)(=O)C1 (stereo not given)	-1.9	1	18	1	i	0	-2	11	3	0
5	Cc1ccccc1C(C(=O)NC1CCCC1)N(C(=O)Cc1cccs1)c1ccc2c(c1)OCCO2 (stereo not given)	2.0	-3	14	-2	i	-15	3	2	-28	-3
6	O=C1CC(N2CCN(c3ccc(Cl)cc3)CC2)C(=O)N1c1ccccc1 (stereo not given)	-0.2	-3	7	-1	i	-9	-3	3	4	0
7	Cc1ccc(CNC(=O)C2CCCN(S(=O)(=O)c3c(C)noc3C)C2)cc1 (stereo not given)	-1.0	-4	4	7	i	-1	-1	10	4	-5
8	CCN(CC)CCCN=Cc1c(O)n(-c2ccc(C)cc2)c(=O)c2ccccc12	-2.3	-16	-2	-1	i	-3	2	16	-1	-7

The last 2 records of the part above open the next one.
No.	SMILES	LMPTP block	SUMO1-SIM PPI	SKN-1 block	DNMT1 block	Rpn11 block	Scp-1 inhibitor	STEP inh	NRP1-CendR mod	MT1-MMP act inh	NadD inh
7	Cc1ccc(CNC(=O)C2CCCN(S(=O)(=O)c3c(C)noc3C)C2)cc1 (stereo not given)	-1.0	-4	4	7	i	-1	-1	10	4	-5
8	CCN(CC)CCCN=Cc1c(O)n(-c2ccc(C)cc2)c(=O)c2ccccc12	-2.3	-16	-2	-1	i	-3	2	16	-1	-7
9	NC(=O)CNC(=O)C1CCCc2c1[nH]c1ccc(Cl)cc21 (stereo not given)	-1.7	0	9	-3	i	-6	0	-2	2	-5
10	O=C(NC(=S)NC1CCCCCC1)c1cncc(Br)c1	-0.2	-1	-16	4	i	-2	1	-12	1	-4
11	CCCS(=O)(=O)NC(=O)C1(C)CCCN(C(=O)c2ccccc2F)C1 (stereo not given)	-1.0	-3	0	2	i	.	0	11	-1	7
12	CCCCn1c(C(C)O)nc2ccccc21 (stereo not given)	-0.1	-3	-23	2	i	1	-4	0	-2	-8
13	O=C(C1COc2ccccc2O1)N1CCN(c2ccc(C(F)(F)F)cn2)CC1 (stereo not given)	1.2	-1	-1	3	i	87*	-2	-4	-1	-7
14	CCOC(=O)c1c(C)[nH]c(C)c1S(=O)(=O)NCCc1sccc1C	1.1	-1	5	1	i	-14	-1	10	2	3
15	COc1ccccc1CNC(=O)CN1C(=O)NC2(CCCCCC2)C1=O	-1.0	12	-9	0	i	-12	1	9	0	-3
16	COc1cc(/C=N/NC(=O)c2ccc(NS(=O)(=O)c3cccs3)cc2)cc(OC)c1O	1.0	2	13	5	i	-4	2	-2	6	5
17	CC(C)C[C@@H](CNCC(=O)[C@H](CC(C)C)NC(=O)c1[nH]cnc1C(=O)N[C@@H](C)CN)NC(=O)c1nc[nH]c1C(=O)N[C@@H](CC(=O)O)C(=O)O	-1.7	7	3	3	i	-2	-2	9	9	12
18	Cc1ccc(S(=O)(=O)N2CCC3(CC2)OCCO3)c(C)c1	0.0	-2	14	1	i	-2	-1	16	2	0
19	CCCN(CCC)CCNC(=O)Cn1cnc2sc(C)c(S(=O)(=O)N3CCOCC3)c2c1=O	-1.2	1	-17	0	i	1	1	9	7	0
20	O=C(C1CC(=O)N(c2ccc(F)cc2)C1)N1CCOCC1 (stereo not given)	-0.5	-2	7	1	i	-4	0	16	1	-2
21	CCOC(=O)c1cc2ccc3ccccc3c2oc1=O	-0.7	-32	-11	0	i	-6	-2	8	5	-8
22	COc1ccc(NC(=O)c2sc(=S)[nH]c2N)cc1	4.0	5	-15	0	i	-5	-1	-15	5	-2
23	O=S(=O)(/C=C/c1ccccc1)Oc1ccccc1	0.9	4	-11	1	i	-4	-3	20	-6	-8
24	COc1ccc(NC(=O)C[C@H]2C(=O)N(CCc3ccccc3)C[C@@H]2Cc2ccccc2)cc1	-1.9	-6	9	3	i	.	0	-1	2	-9
25	O=C(Cn1cncn1)N/N=C/c1cc([N+](=O)[O-])ccc1O	0.3	-34	-1	-2	i	-7	-1	-8	1	-6
26	COc1ccc(OC)c(NC(=O)CN2C(=O)c3ccccc3S2(=O)=O)c1	-1.0	1	-8	-1	i	-7	-1	4	1	-3
27	COc1ccc(C(=O)CN2CCN(c3cc(C)nc4ccccc34)CC2)cc1	47	-8	-3	-2	i	-11	-2	-13	-5	-2
28	CCOC(=O)C1=C(CS(=O)(=O)c2ccc(F)c(C)c2)NC(=O)NC1c1ccc(O)c(O)c1 (stereo not given)	-0.6	1	-5	8	i	-9	-1	2	2	-3
29	COC(=O)C(NC(=O)c1ccccc1)=C1CCCCC1	-1.6	2	17	3	i	-15	-8	0	-4	-4
30	COc1ccc(C(=O)CCC(=O)N2CCN(c3ccc(N4CCOCC4)nn3)CC2)cc1	-1.1	3	-13	1	i	-6	0	10	-1	3
31	Nc1ccc2c(c1)C(=O)Cc1ccccc1S2	0.9	2	5	-23	i	-8	-1	3	8	10
32	O=C(Nc1nnc(-c2ccc3c(c2)OCCO3)o1)C1CCCCC1	-0.9	-3	-6	2	i	-1	0	0	-5	4

As a working copy, seven of the compounds above.
No.	SMILES	LMPTP block	SUMO1-SIM PPI	SKN-1 block	DNMT1 block	Rpn11 block	Scp-1 inhibitor	STEP inh	NRP1-CendR mod	MT1-MMP act inh	NadD inh
26	COc1ccc(OC)c(NC(=O)CN2C(=O)c3ccccc3S2(=O)=O)c1	-1.0	1	-8	-1	i	-7	-1	4	1	-3
27	COc1ccc(C(=O)CN2CCN(c3cc(C)nc4ccccc34)CC2)cc1	47	-8	-3	-2	i	-11	-2	-13	-5	-2
28	CCOC(=O)C1=C(CS(=O)(=O)c2ccc(F)c(C)c2)NC(=O)NC1c1ccc(O)c(O)c1 (stereo not given)	-0.6	1	-5	8	i	-9	-1	2	2	-3
29	COC(=O)C(NC(=O)c1ccccc1)=C1CCCCC1	-1.6	2	17	3	i	-15	-8	0	-4	-4
30	COc1ccc(C(=O)CCC(=O)N2CCN(c3ccc(N4CCOCC4)nn3)CC2)cc1	-1.1	3	-13	1	i	-6	0	10	-1	3
31	Nc1ccc2c(c1)C(=O)Cc1ccccc1S2	0.9	2	5	-23	i	-8	-1	3	8	10
32	O=C(Nc1nnc(-c2ccc3c(c2)OCCO3)o1)C1CCCCC1	-0.9	-3	-6	2	i	-1	0	0	-5	4

(list continues)
No.	SMILES	LMPTP block	SUMO1-SIM PPI	SKN-1 block	DNMT1 block	Rpn11 block	Scp-1 inhibitor	STEP inh	NRP1-CendR mod	MT1-MMP act inh	NadD inh
33	CC(C)(Oc1ccc(CCNC(=O)c2ccc(-c3ccc(Cl)cc3)o2)cc1)C(=O)O	-0.8	-2	-4	1	i	-9	1	-5	-2	-1
34	O=C(Nc1cccc(C(=O)N2CCCCC2)c1)c1ccccc1Br	0.2	-3	15	-1	i	1	0	12	0	2
35	CCCCOc1ccccc1C1C(C(=O)OC)=CN(CC)C=C1C(=O)OC	-0.2	-7	-8	-3	i	-11	-4	5	-3	-3
36	CCSc1nnc(Cc2cc(=O)[nH]c(=O)[nH]2)n1-c1ccc(Cl)cc1	0.8	-1	0	1	i	-12	0	7	-4	4
37	O=C1CSCC(=O)N1Cc1ccc(Cl)cc1Cl	-1.1	7	-1	1	i	-4	0	12	-2	-3
38	COc1cc(NC(=O)C2=C(C)OCCS2)c(Cl)cc1C(=O)NCCCN1CCCC(C)C1 (stereo not given)	0.0	-2	-7	-1	i	.	-1	-6	-2	2
39	O=C(CC(NC(=O)OCc1ccccc1)c1nn[nH]n1)OCc1ccccc1 (stereo not given)	-1.3	0	20	0	i	.	-2	3	-1	-3
40	CCc1nc2ccc(C(=O)NCc3ccccc3OC)cn2c1N(C)Cc1ccc(N(C)C)cc1	-0.2	-1	8	0	i	.	0	3	-2	-5
41	O=c1[nH]c(SCc2ccc(Cl)cc2)nc2c1CCC2	0.4	-1	17	4	i	9	0	0	6	3
42	COc1ccc(C2CC(c3ccc4ccccc4c3OC(C)=O)=NN2C(C)=O)cc1 (stereo not given)	2.0	-26	8	-7	i	-10	3	-2	5	-3
43	Cc1sc(NC(=O)CCCCC(=O)Nc2sc(C)c(C)c2C(=O)O)c(C(=O)O)c1C	0.7	13	3	5	i	-24	0	-38	1	1
44	COc1cccc(C2=NOC(C(=O)NCC3CCCO3)C2)c1 (stereo not given)	0.0	0	3	4	i	-4	3	-14	-1	-4
45	Cc1cc(-c2ccc(C)c(S(=O)(=O)NCCCN3CCCCCC3)c2)on1	5.7	-19	20	-2	i	-6	-4	9	0	7
46	C=C(C)C(=O)N1CC2(CC(c3cccc(NC(=O)/C(C)=C\C)c3)=NO2)C[C@H]1C(N)=O (stereo not given in full)	-3.3	4	-3	1	i	2	-3	16	0	0
47	Cc1sc2ncnc(NCCCn3ccnc3)c2c1C	1.9	-1	24	2	i	-7	6	10	4	1
48	Cc1ccc(C(=O)OC(C)CN2C(C)CCCC2C)cc1 (stereo not given)	0.0	-1	11	0	i	-2	-1	-4	-1	-1
49	Brc1ccc(-c2noc3c2-c2nc(-c4ccccc4)sc2CC3)cc1	1.7	21	18	0	i	-6	1	-1	-4	0
50	CCOCCCn1c(NN)nc2ccccc2c1=O	0.3	-2	-3	8	i	-5	2	8	-5	-3
51	CCOc1ccc(OCCC(=O)OC(C)C(=O)Nc2ccc(Cl)cn2)cc1 (stereo not given)	-0.2	6	15	2	i	7	-1	1	-2	-3
52	O=C(NC1CCCCC1)c1ccc(NS(=O)(=O)c2cccc3cccnc23)cc1	1.8	0	5	-1	i	6	0	-15	-5	5
